Compound activity deposited in PubChem by several laboratories.
NOD2 RIPK2 PPI: NOD2-RIPK2 binding disruptors in cells, primary screen, fluorescence, CHO cells, BLA complementation | AID 624267, 2012 | 0.38% of 360,000 active | Receptor-interacting serine/threonine-protein kinase 2 (Homo sapiens), O43353 | inhibition, % at 4.98 µM | CCF4 ratio; in the data active means inhibition above about 21%;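 further: 0% = vehicle only and 100% = reference blocker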
Target sequence (O43353 whole entry, looked up): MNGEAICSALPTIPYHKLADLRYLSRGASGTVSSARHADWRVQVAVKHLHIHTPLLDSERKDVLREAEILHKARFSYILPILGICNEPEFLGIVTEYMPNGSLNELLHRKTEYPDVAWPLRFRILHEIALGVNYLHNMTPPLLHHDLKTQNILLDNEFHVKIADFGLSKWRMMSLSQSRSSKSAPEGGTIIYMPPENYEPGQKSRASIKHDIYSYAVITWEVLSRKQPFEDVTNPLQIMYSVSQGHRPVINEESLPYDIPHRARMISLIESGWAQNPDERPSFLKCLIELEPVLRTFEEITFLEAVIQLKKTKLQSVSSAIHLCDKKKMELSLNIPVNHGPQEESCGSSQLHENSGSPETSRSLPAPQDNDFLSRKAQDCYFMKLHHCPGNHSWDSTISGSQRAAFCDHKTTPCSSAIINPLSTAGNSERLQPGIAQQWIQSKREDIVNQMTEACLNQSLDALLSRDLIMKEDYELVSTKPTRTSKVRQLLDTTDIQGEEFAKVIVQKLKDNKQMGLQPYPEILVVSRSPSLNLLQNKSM
H9c2 protect: cardioprotection against H2O2-induced cell death, primary screen, uHTS, H9c2 cells, ATPLite luminescence; 0.63% of 360,000 active; AID 588492, 2011; protection from H2O2 cell death, % at 20 µM; H9c2 cardiomyocytes, H2O2 injury protection, 2 h;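 active means compounds giving at least 50% protection of heart cells from peroxide-induced death in the single-dose screen, raw or plate-pattern-corrected value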;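 further: 0% = DMSO wells with peroxide and 100% = DMSO wells without peroxide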
ABCB6 inh MLPCN: ABCB6 transporter inhibitors, primary screen, K562-ABCB6 cells, flow cytometry, MLPCN library. 0.19% of 360,000 active. fluorescence ratio to DMSO, % at 10 µM. K562-ABCB6 porphyrin accumulation, 1 h; stronger effect = lower value. ATP-binding cassette sub-family B member 6 (Homo sapiens), Q9NP58;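 active means fluorescence ratio to DMSO below 75%, the collection mean minus 3 SD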;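 further: signal is porphyrin accumulated inside mitochondria; 100% equals median channel fluorescence of DMSO control wells; lower ratio means ABCB6 inhibition with less porphyrin fluorescence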
N-glyco inh: increase of ERlucT glycosylation luciferase signal, primary screen, N-linked glycosylation inhibitor project, D54 ERlucT cells, luminescence, set 2. D54 ERlucT glycosylation luciferase reporter, 24 h; percent of 100 nM tunicamycin response. reporter increase, % at 12.5 µM. 0.23% of 360,000 active. AID 588692, 2011;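 active means mean luciferase reporter signal, scaled so untreated is 0 and the glycosylation-blocking control 100, at or above a set limit in every replicate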;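 further: luciferase carries N-glycosylation sites so blocking glycosylation raises the light; 0% = median of neutral control wells and 100% = median of 100 nM tunicamycin wells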
MC4R antagonist: MC4R antagonists of cAMP signaling, primary screen, cell-based, TR-FRET, antagonist arm of biased-ligand search. 0.48% of 360,000 active. inhibition, % at 6.5 µM. AID 540295, 2011. MC4R-expressing cells, MTII-stimulated cAMP, LANCE TR-FRET;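 active means inhibition above its plate's cutoff, the mean of tested wells on that plate plus 3 SD, cut at about 29% in these data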;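 further: 0% = Melanotan II alone and 100% = Melanotan II plus saturating MCL0020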
Target sequence (P32245 whole entry, looked up): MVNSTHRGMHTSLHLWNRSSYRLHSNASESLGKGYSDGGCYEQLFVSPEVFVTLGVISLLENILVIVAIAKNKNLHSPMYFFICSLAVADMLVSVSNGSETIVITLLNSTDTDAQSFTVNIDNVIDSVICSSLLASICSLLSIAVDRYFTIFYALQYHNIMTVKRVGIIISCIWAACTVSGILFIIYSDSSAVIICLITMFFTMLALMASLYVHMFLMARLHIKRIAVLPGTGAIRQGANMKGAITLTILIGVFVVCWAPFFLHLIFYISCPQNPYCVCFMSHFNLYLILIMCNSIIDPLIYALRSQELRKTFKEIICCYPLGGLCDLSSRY
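System: U2OS cells stably expressing human melanocortin 4 receptor (MC4R). Reagent: Melanotan II challenge after compound preincubation. Doses: 6.5 µM. Times: 30-min compound, 1-h challenge, 1-h detection, room temperature. Measured by: TR-FRET with Eu-cAMP and labeled anti-cAMP, 671 nm. Replicates: singlicate.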
TLR9-MyD88 block: inhibitors of TLR9-MyD88 association in cells, primary screen, cell-based, CHO, BLA complementation, fluorescence; Toll-like receptor 9 (Homo sapiens) + Myeloid differentiation primary response protein …; CCF4 FRET ratio; inhibition, % at 4.98 µM; 0.21% of 340,000 active;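 active means inhibition above the mean over all tested compounds plus 3 SD, cut at about 21% in these data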;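 further: 0% = DMSO only wells and 100% = clavulanate BLA inhibitor control wells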
SRC2 inh: inhibition of GAL4-SRC2 driven luciferase reporter, primary screen, SRC2 inhibitor project, cell-based, luminescence; Nuclear receptor coactivator 2 (Homo sapiens), Q15596; HEK293 GAL4-SRC2 luciferase reporter; inhibition, % at 9 µM; 0.17% of 370,000 active;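 active means inhibition above the mean inhibition of all tested compounds plus 3 SD, set per campaign, cut at about 52% in these data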;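 further: 0% = DMSO treated cells and 100% = cells given Gossypol at 36 µM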
ABHD5 PLIN5 PPI: ABHD5-PLIN5 interaction inhibitors, primary screen, cell lysate, split luciferase complementation, luminescence. Perilipin-5 (Homo sapiens) + 1-acylglycerol-3-phosphate O-acyltransferase ABHD5 (Homo …. Split G. princeps luciferase complementation, 4 h. inhibition, % at 4 µM. 0.78% of 360,000 active. AID 602281, 2012;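 active means inhibition above the mean inhibition across every tested compound plus 3 SD, cut at about 22% in these data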;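 further: 0% = DMSO only wells and the 100% control is not disclosed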
MC4R ag barr: MC4R agonists recruiting beta-arrestin, primary screen, cell-based, luminescence, agonist arm of biased-ligand search | activation, % at 8.9 µM | 0.98% of 360,000 active | Melanocortin receptor 4 (Homo sapiens), P32245 | U2OS MC4R beta-arrestin complementation; percent of melanotan II response, DMSO zero;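 active means activation above a per-plate cutoff, the mean activation of sample wells on that plate plus 3 SD, cut at about 8% in these data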
m5-HT2A agonist: mouse Htr2a agonists via beta-arrestin recruitment, primary screen, cell-based, luminescence; CHO-K1 mHTR2A beta-arrestin complementation; percent of 30 µM serotonin response; activation, % at 7.6 µM; 0.66% of 360,000 active; AID 624169, 2012;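 active means activation above a run cutoff, the mean activation of all tested compounds plus 3 SD, cut at about 14% in these data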;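 further: 0% = plate median of compound wells and 100% = 30 µM serotonin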
An asterisk follows results filed as active. These rows are one share of the data; the hit share may differ from the screen's.

SMILES | NOD2 RIPK2 PPI | H9c2 protect | ABCB6 inh MLPCN | N-glyco inh | MC4R antagonist | TLR9-MyD88 block | SRC2 inh | ABHD5 PLIN5 PPI | MC4R ag barr | m5-HT2A agonist
Cc1nnc(SC(C)C(=O)Nc2ccc(S(=O)(=O)N3CCCCCC3)cc2)s1 (stereo not given) | -3.8 | 11.0 | 94.0 | -3.5 | 1.0 | 1.9 | 2.0 | -1.9 | -2.1 | -4.0
Cc1ccc(OCC(=O)NC(=S)Nc2cccc(NC(=O)c3ccccc3)c2)cc1 | -2.0 | -4.2 | 86.0 | 0.0 | -7.4 | -0.6 | -22.8 | -3.2 | 15.2* | -3.0
COC(=O)NNC1=CC(=O)CC(C)(C)C1 | -3.8 | -4.5 | 96.0 | 1.0 | -3.8 | 9.8 | 18.7 | 2.2 | -2.1 | 3.2
CC(C)c1ccc(C(=O)N/N=C/c2cccc(Cl)c2Cl)cc1 | -5.3 | 3.3 | 99.0 | 0.0 | 14.0 | -5.2 | -8.0 | 0.8 | 2.0 | 0.2
N#Cc1ccccc1S(=O)(=O)N1CCN(CC(=O)Nc2ccnn2C2CCCC2)CC1 | -3.1 | -5.9 | 99.0 | -1.4 | 3.5 | 8.4 | -18.9 | 1.2 | -2.1 | -3.0
CC1(C(=O)O)CCC(C(=O)NCCc2ccccc2)C1(C)C (stereo not given) | 1.0 | 5.8 | 97.0 | -0.1 | 5.9 | -10.3 | -13.2 | -1.1 | 0.3 | -1.8
Cc1cc(Nc2cccc(Cl)c2C)n2ncnc2n1 | -8.3 | -0.6 | 102.0 | 0.4 | 4.3 | -5.2 | -13.0 | 6.3 | 0.2 | -3.6
Cc1ccc2[nH]nc(C(=O)N3CCCC(C(=O)c4ccc(Cl)cc4)C3)c2c1 (stereo not given) | -3.0 | -3.8 | 99.0 | -1.0 | 13.7 | -2.0 | -8.2 | -3.9 | -2.9 | -0.9
O=C(CC1C(=O)NCCN1Cc1ccc(-c2ccccc2)cc1)NCCOc1cccnc1 (stereo not given) | -2.5 | -3.8 | 95.0 | -0.4 | -3.8 | -11.0 | 14.9 | -0.7 | -1.4 | -0.6
O=C(COC(=O)CCc1nc2ccccc2n1-c1ccccc1)Nc1ccc(N2CCCCC2)cc1 | -4.5 | -6.5 | 94.0 | 2.5 | -1.7 | -1.0 | -3.1 | -1.4 | 0.1 | 0.5
O=C(NCC1CCCO1)Nc1ccc2c(c1)OCO2 (stereo not given) | -12.8 | -4.3 | 99.0 | 2.5 | 1.4 | 6.1 | -56.9 | -2.6 | -1.2 | -3.6
Cc1cc(C)n(-c2ccc(C(=O)OCC(=O)Nc3ccc(S(N)(=O)=O)cc3)cc2)n1 | 0.9 | 1.5 | 100.0 | 1.2 | 2.0 | 6.8 | -7.5 | -10.9 | -2.7 | 2.3
NC(=O)c1ccc(NC(=O)COC(=O)CCN=C2NS(=O)(=O)c3ccccc32)cc1 | 9.2 | -2.3 | 100.0 | 0.1 | 16.4 | -3.0 | -9.3 | -1.3 | -1.5 | 1.5
O=c1cc(CNc2cc(Cl)ccc2Cl)nc2sccn12 | 3.0 | 7.0 | 96.0 | 0.8 | 8.1 | -2.2 | -14.3 | 3.0 | 1.4 | 2.5
O=C1C2CCCN2C(c2cccc(Br)c2)N1c1ccc(F)cc1 (stereo not given) | 1.2 | 13.1 | 102.0 | -2.0 | 0.0 | -1.1 | 2.9 | 3.4 | -1.0 | -4.5
Cc1ccc(-n2ncc3c(=O)[nH]c(SCC(=O)NCC4CCCO4)nc32)cc1 (stereo not given) | 4.5 | 1.0 | 78.0 | 1.3 | 2.9 | -13.0 | 11.4 | -9.3 | -2.8 | 10.2
CCOc1nc(Nc2ccc(OC)cc2)nc(OCC)n1 | -2.8 | -3.9 | 85.0 | 2.1 | -2.8 | 2.2 | -3.8 | 1.2 | 2.9 | 6.0
c1ccc(-n2ncc3c(NCc4ccc5c(c4)OCO5)ncnc32)cc1 | 2.6 | -4.8 | 92.0 | -9.0 | -3.8 | 8.8 | -34.1 | -1.2 | 3.5 | -1.1
Clc1ccc(OCc2nnnn2-c2ccccc2)cc1 | -4.4 | -3.1 | 102.0 | -4.6 | 4.8 | 0.1 | -12.9 | 2.0 | -0.9 | -3.5
COc1ccccc1OCCn1cc(C#N)c2ccccc21 | -11.2 | 4.5 | 102.0 | -1.8 | 4.4 | 7.2 | -9.2 | -0.8 | 0.1 | 0.7
CC1=NN(C(C#N)c2c(C)nn(Cc3ccccc3)c2C)C(C)(C)C1 (stereo not given) | -1.2 | 2.8 | 103.0 | 1.7 | -1.2 | 16.6 | -31.9 | -2.1 | -3.2 | 2.1
O=C(O)CC(c1cccc(O)c1)N1Cc2ccccc2C1=O (stereo not given) | -1.8 | -0.6 | 99.0 | 1.2 | 3.2 | 1.3 | -20.4 | -2.5 | -1.7 | 5.4
CCCCNC(=O)CCC(=O)NNc1nc2ccccc2c2nc(C)nn12 | -10.6 | -7.2 | 104.0 | 1.4 | 6.8 | -10.2 | 0.1 | -3.3 | -1.0 | 7.5

Profiles as entered above:
Listed for CC1(C(=O)O)CCC(C(=O)NCCc2ccccc2)C1(C)C (stereo not given) = NOD2 RIPK2 PPI: 1.0; H9c2 protect: 5.8; ABCB6 inh MLPCN: 97.0; N-glyco inh: -0.1; MC4R antagonist: 5.9; TLR9-MyD88 block: -10.3; SRC2 inh: -13.2; ABHD5 PLIN5 PPI: -1.1; MC4R ag barr: 0.3; m5-HT2A agonist: -1.8
Listed for CC1=NN(C(C#N)c2c(C)nn(Cc3ccccc3)c2C)C(C)(C)C1 (stereo not given) = NOD2 RIPK2 PPI: -1.2; H9c2 protect: 2.8; ABCB6 inh MLPCN: 103.0; N-glyco inh: 1.7; MC4R antagonist: -1.2; TLR9-MyD88 block: 16.6; SRC2 inh: -31.9; ABHD5 PLIN5 PPI: -2.1; MC4R ag barr: -3.2; m5-HT2A agonist: 2.1

Pulled by structure from the list above, 5 records:
SMILES | NOD2 RIPK2 PPI | H9c2 protect | ABCB6 inh MLPCN | N-glyco inh | MC4R antagonist | TLR9-MyD88 block | SRC2 inh | ABHD5 PLIN5 PPI | MC4R ag barr | m5-HT2A agonist
Clc1ccc(OCc2nnnn2-c2ccccc2)cc1 | -4.4 | -3.1 | 102.0 | -4.6 | 4.8 | 0.1 | -12.9 | 2.0 | -0.9 | -3.5
COc1ccccc1OCCn1cc(C#N)c2ccccc21 | -11.2 | 4.5 | 102.0 | -1.8 | 4.4 | 7.2 | -9.2 | -0.8 | 0.1 | 0.7
c1ccc(-n2ncc3c(NCc4ccc5c(c4)OCO5)ncnc32)cc1 | 2.6 | -4.8 | 92.0 | -9.0 | -3.8 | 8.8 | -34.1 | -1.2 | 3.5 | -1.1
Cc1ccc(-n2ncc3c(=O)[nH]c(SCC(=O)NCC4CCCO4)nc32)cc1 (stereo not given) | 4.5 | 1.0 | 78.0 | 1.3 | 2.9 | -13.0 | 11.4 | -9.3 | -2.8 | 10.2
CCOc1nc(Nc2ccc(OC)cc2)nc(OCC)n1 | -2.8 | -3.9 | 85.0 | 2.1 | -2.8 | 2.2 | -3.8 | 1.2 | 2.9 | 6.0
